RAD52 anneal inh: RAD52 DNA annealing inhibitors, primary screen, biochemical, FRET, single point, set 2. inhibition, % at 18.7 µM. DNA repair protein RAD52 homolog (Homo sapiens), P43351. actives 0.46% (n = 360,000). recombinant RAD52 DNA annealing, FRET fluorescence;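 active = every replicate showing at least 50% inhibition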
esBAF inh: Bmi1 luciferase reporter increase in mESCs, primary screen, esBAF inhibitor project, mouse ES cells, Bmi1 luciferase knock-in, single point; 24 h; 100% = twice the neutral-well signal; reporter increase, % at 12.5 µM; actives 2% (n = 350,000); in the data active = activation above about 40%;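 note: 0% = median of the plate's neutral control wells and 100% = double that signal; a rise in the Bmi1 reporter signal indicates esBAF inhibition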
CFTR F508del cor: F508del CFTR correction, initial screen, CFBE line, single point; CFBE cells, YFP halide quenching; stimulated with forskolin plus potentiator P3; % fluorescence drop versus neutral controls; activity (quench increase), % at 7.58 µM; actives 0.36% (n = 350,000); AID 720511, 2013;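 active = mean added fluorescence quench of at least 8% versus neutral control, with both replicates also reaching 8%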;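 note: cells transiently co-express mutant CFTR-F508del with the halide-sensitive YFP; corrector assay measuring rescue of mutant channel to the surface after 24 h compound exposure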
GSIS activator: GLuc luminescence reporter in INS-1E cells, primary screen for activators of glucose-dependent secretion of insulin; INS-1E GLuc reporter insulin secretion, 2-3 h; activation, % at 16.6 µM; actives 0.61% (n = 370,000); AID 743287, 2014;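 active = lowest replicate activation of at least 40%, so every replicate reaches that level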;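 note: 0% = median of neutral control wells and 100% = median of IBMX positive control wells; some compounds called inactive have numbers as strong as hits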
ERAP1 inh: human ERAP1 aminopeptidase inhibitors, primary screen, biochemical, single point, plate reader | Endoplasmic reticulum aminopeptidase 1 (Homo sapiens), Q9NZ08 | recombinant ERAP1, Leu-AMC fluorescence, 60 min | inhibition, % at 10.7 µM | actives 0.15% (n = 340,000);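 active = mean replicate inhibition of at least 30%, or all replicates individually reaching that 30% level; inactive = mean below 30% and not every replicate reaching it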;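 note: 0% = neutral control wells and 100% = L-leucinethiol positive control wells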
Target sequence (Q9NZ08 whole entry, looked up): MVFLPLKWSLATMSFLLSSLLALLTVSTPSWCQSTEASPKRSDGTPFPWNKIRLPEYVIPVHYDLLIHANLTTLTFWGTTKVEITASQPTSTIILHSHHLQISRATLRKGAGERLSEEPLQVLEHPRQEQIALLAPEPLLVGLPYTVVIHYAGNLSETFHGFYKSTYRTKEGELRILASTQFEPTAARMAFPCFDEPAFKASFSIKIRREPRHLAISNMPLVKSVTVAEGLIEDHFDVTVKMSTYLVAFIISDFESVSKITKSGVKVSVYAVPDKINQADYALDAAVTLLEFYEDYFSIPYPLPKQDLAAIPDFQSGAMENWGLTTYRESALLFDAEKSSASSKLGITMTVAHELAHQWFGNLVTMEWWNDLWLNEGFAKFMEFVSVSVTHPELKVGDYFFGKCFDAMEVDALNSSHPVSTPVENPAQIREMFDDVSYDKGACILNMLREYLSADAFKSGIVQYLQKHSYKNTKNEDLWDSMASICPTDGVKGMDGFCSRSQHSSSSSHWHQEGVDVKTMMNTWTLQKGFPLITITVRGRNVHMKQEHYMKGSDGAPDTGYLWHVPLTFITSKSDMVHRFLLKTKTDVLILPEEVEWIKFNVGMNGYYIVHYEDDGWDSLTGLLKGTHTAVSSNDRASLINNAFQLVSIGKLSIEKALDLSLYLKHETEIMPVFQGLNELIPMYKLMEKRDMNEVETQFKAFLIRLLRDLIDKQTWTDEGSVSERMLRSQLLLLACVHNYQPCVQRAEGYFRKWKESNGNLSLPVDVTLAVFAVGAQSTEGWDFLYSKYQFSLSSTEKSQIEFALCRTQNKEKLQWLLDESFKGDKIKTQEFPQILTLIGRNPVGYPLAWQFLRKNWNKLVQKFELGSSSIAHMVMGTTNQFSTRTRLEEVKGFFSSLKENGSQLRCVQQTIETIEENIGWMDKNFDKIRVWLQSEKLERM
RAD54 inh: inhibitors of human RAD54 branch migration, primary screen, biochemical, fluorescence, single point | AID 602329, 2012 | actives 0.14% (n = 360,000) | RAD54 Holliday junction branch migration, FAM/BHQ fluorescence | DNA repair and recombination protein RAD54-like (Homo sapiens), Q92698 | inhibition, % at 10.4 µM;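 active = mean normalized replicate activity at least 40 and at least half of replicates scoring 40 or more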;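 note: 0% = median of neutral control wells and 100% = median of positive control wells; inhibitors cause a drop in the FAM fluorescence signal; in these data hits start at about 50%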
Xi reactivation: activators of inactive X chromosome reactivation, primary screen, imaging, XiGFP fibroblasts, GFP high-content imaging, set 2; XiGFP mouse fibroblasts, % GFP-positive cells imaging, 3 d; cells co-treated with 5-aza-dC sensitizer; scaled so ellipticine positive control = 100%; actives 0.055% (n = 360,000); AID 743238, 2013; activation, % at 7.58 µM;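 active = mean normalized replicate activation at least 10% and every replicate at or above 10%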;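 note: 0% = median of on-plate neutral control wells and 100% = ellipticine 6 µM median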
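System: SV40-immortalized XiGFP fibroblast cells, line 68-5-11 / Incubation: 3-day compound exposure, then 15 min fixation at room temperature / Compound: single concentration per compound, delivered by pin transfer / Buffer or medium: DMEM plus 5-aza-dC sensitizer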
ARNT-TACC3 inh: disruptors of ARNT/TACC3 protein interaction, primary screen, biochemical, AlphaScreen, single concentration | Transforming acidic coiled-coil-containing protein 3 (Homo sapiens), Q9Y6A5 | actives 0.66% (n = 390,000) | AlphaScreen His-ARNT PAS-B/GST-TACC3 binding, luminescence; TACC3 fragment carries E629A point mutation | AID 623870, 2012 | inhibition, % at 9.99 µM;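 active = mean inhibition of replicates at least 50% and at least half of replicates each reaching 50%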;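 note: 0% = complete ARNT plus TACC3 wells and 100% = ARNT alone without TACC3; many hits fall short of the cut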
The depositor's hits bear a star; nt = not tested or not shown. Rows were taken by chance; 3.3% or so of the library scored in one or more.

| Molecule | RAD52 anneal inh | esBAF inh | CFTR F508del cor | GSIS activator | ERAP1 inh | RAD54 inh | Xi reactivation | ARNT-TACC3 inh |
| --- | --- | --- | --- | --- | --- | --- | --- | --- |
| CCCC(=O)Nc1ccc2c(c1)C(=O)N(C)C[C@@H](OC)[C@@H](C)CN(Cc1ccc(F)cc1)[C@@H](C)CO2 | nt | -2 | 0.0 | -2 | nt | nt | -0.1 | nt |
| Cc1ccc(S(=O)(=O)NCC(=O)NC2CCCC2)cc1 | nt | 4 | nt | 15 | nt | 1 | nt | -4 |
| C[C@H](CO)N1C[C@H](C)[C@H](CN(C)C(=O)Nc2cccc3ccccc23)Oc2c(NC(=O)C3CC3)cccc2C1=O | 1 | 3 | -3.9 | 4 | -2 | 0 | 0.1 | 14 |
| CCOC(=O)Cc1csc(NC(=O)Cc2cccs2)n1 | -15 | 8 | nt | -9 | 1 | -4 | nt | 1 |
| COc1ccc2c3c([nH]c2c1)[C@@H](CO)N(C(C)=O)CC31CN(C(=O)c2ccc3c(c2)OCO3)C1 | -5 | nt | 0.3 | 12 | 0 | nt | 0.4 | nt |
| CCCSc1ncnc2sc(C)c(C)c12 | -21 | nt | -0.7 | 5 | -2 | nt | 0.6 | -2 |
| CC1CCCC(C)N1CCCNC(=O)c1csc2c1CCCCC2 (centres undefined) | -11 | -3 | -1.1 | -1 | -2 | -6 | 0.0 | -1 |
| Cc1onc(-c2ccccc2Cl)c1NC(=O)NCc1cccs1 | -17 | -1 | 1.4 | 5 | 3 | -34 | 0.0 | -3 |
| Cc1ccc(NC(=O)Nc2ncnc3nc[nH]c23)cc1 | -16 | nt | 2.6 | 19 | nt | -1 | 0.3 | -1 |
| COC(=O)C1=C(C)N(CC2CC2)C(=NCc2cccc(Cl)c2)N[C@H]1c1ccccc1 | 7 | nt | 1.6 | -38 | 3 | 5 | 0.1 | 9 |
| CCCC1(c2ccccc2)NC(=O)N(CC(=O)Nc2ccc3c(c2)OCCO3)C1=O (centres undefined) | -4 | 3 | 3.2 | -14 | 5 | 3 | 0.2 | 3 |
| CCC1(C)Cc2[nH]c(=O)c(C#N)cc2CO1 (centres undefined) | -18 | -12 | -0.4 | -3 | 0 | -1 | 0.0 | 0 |
| Cc1ccc(CN2CCNC(=O)C2CC(=O)N(Cc2c(C)nn(C)c2C)C2CC2)o1 (centres undefined) | -16 | 1 | -0.9 | -9 | -1 | nt | 0.0 | -3 |
| CC(NC(=O)c1cccnc1Sc1ccccc1)c1ccc(S(N)(=O)=O)cc1 (centres undefined) | -5 | nt | 3.6 | 28 | 0 | -13 | 0.0 | 6 |
| O=C(N[C@@H]1CC[C@@H](CCn2cc(-c3ccccn3)nn2)O[C@H]1CO)c1ccc(F)cc1 | -17 | 1 | 0.7 | 4 | -5 | 1 | -0.4 | 75* |
| C[C@H]1CN([C@@H](C)CO)C(=O)c2cccc(NC(=O)Nc3ccc(F)cc3)c2O[C@@H]1CN(C)S(=O)(=O)c1cn(C)cn1 | nt | -7 | -2.9 | 4 | nt | nt | 0.0 | nt |
| CCCNC(=O)C[C@@H]1CC[C@@H]2[C@H](COc3ccc(NC(=O)c4cc(C)on4)cc3C(=O)N2C)O1 | -3 | 2 | 1.0 | 2 | -1 | -3 | 0.2 | -33 |
| C[C@@H]1CN([C@H](C)CO)C(=O)c2cc(NC(=O)Cn3cnnn3)ccc2O[C@H]1CN(C)Cc1ccc(-c2ccccc2)cc1 | -9 | -8 | -1.8 | 21 | 0 | 6 | 0.2 | 10 |
| NS(=O)(=O)c1ccc(CCNC(=O)COC(=O)/C=C/c2ccccc2Cl)cc1 | -37 | nt | -0.1 | 0 | -2 | nt | -0.1 | -17 |
| COc1cc(OC)c(C2CC(=O)N3CN(C)CSC3=C2C#N)cc1OC (centres undefined) | -3 | 0 | 3.9 | -11 | 3 | 2 | -0.3 | 19 |
| CCN1C(=O)[C@H]2[C@@H](c3ccc(C)cc3)N[C@]3(CCCN(Cc4ccc(Cl)cc4)C3=O)[C@H]2C1=O | 4 | -10 | 2.0 | -36 | -4 | nt | 0.2 | nt |
| Cc1cc(-c2nc(-c3ccncc3)no2)ccc1[N+](=O)[O-] | -3 | 32 | 1.9 | 0 | -7 | nt | 0.1 | -37 |
| O=C(NC1CCCc2ccccc21)C1CCN(c2c3c(nc4ncnn24)CCC3)CC1 (centres undefined) | -12 | 3 | -3.2 | -7 | 0 | nt | nt | -11 |
| Cc1ccc(NS(=O)(=O)c2ccc(-n3cccn3)cc2)c(Br)c1 | -7 | -6 | 4.0 | 0 | 2 | 1 | -0.1 | nt |
| COc1ccccc1C(=O)NC(=O)COC(=O)c1ccc(NC(=O)CC#N)cc1 | -22 | 0 | 1.2 | -11 | -8 | 7 | 0.3 | -2 |
| CNC[C@@H]1Oc2ncc(C#CCC3CCCC3)cc2C(=O)N([C@H](C)CO)C[C@@H]1C | -11 | -5 | 1.9 | 4 | 1 | 2 | 0.7 | 0 |
| C=CCN(c1ccccc1)S(=O)(=O)c1cccc(C(=O)OCC(=O)NC2CC2)c1 | -12 | -4 | 1.5 | -16 | 11 | 3 | 0.0 | -3 |
| CCC(=O)N1[C@H](C(=O)NC2CCC2)[C@@H](CO)[C@@H]2Cn3c(ccc(-c4ccc(F)cc4)c3=O)[C@@H]21 | -2 | -4 | -3.5 | -1 | -1 | -10 | 0.3 | 1 |
| CCCOc1nc2c(c(=O)n(C)c(=O)n2C)n1Cc1cccc2ccccc12 | nt | -14 | nt | 5 | nt | 1 | nt | 2 |
| CCCc1cc(=O)[nH]c(SCCCCN2C(=O)c3ccccc3C2=O)n1 | -4 | nt | 0.0 | -1 | -4 | nt | 0.6 | -3 |
| CNC(=S)Nc1ccc(N2CCCC2)c(S(=O)(=O)Nc2ccc(OC)cc2)c1 | -17 | 4 | 0.1 | 6 | -2 | 0 | 0.0 | 2 |
| O=C1CCCN1CCCNS(=O)(=O)c1cccs1 | -7 | 2 | 0.3 | 11 | -1 | -10 | 0.1 | 1 |
| C[C@H]1CN([C@@H](C)CO)S(=O)(=O)c2ccc(-c3cccnc3)cc2O[C@@H]1CN(C)C(=O)NC1CCCCC1 | -1 | -3 | 2.6 | 1 | -1 | 4 | -0.8 | -9 |
| Cc1ccc2c(COC(=O)CNS(=O)(=O)c3ccccc3)cc(=O)oc2c1 | -14 | 0 | 3.6 | -20 | -2 | 0 | -0.1 | 1 |
| COc1cccc(C(=O)N2CCN(Cc3cccc(F)c3)CC2)c1 | -9 | 1 | nt | -2 | 2 | 1 | nt | -3 |
| O=C(N/N=C/c1ccc(-c2ccc([N+](=O)[O-])cc2)o1)C(O)c1ccccc1 (centres undefined) | -85 | nt | nt | -6 | 7 | nt | 0.0 | 8 |
| S=c1[nH]nc(-c2ccccn2)n1/N=C/c1c(Cl)cccc1Cl | 0 | nt | -0.4 | -10 | 7 | nt | 0.2 | 79* |
| Cc1cc(C)cc(OCC(=O)OCC(=O)Nc2c(C)n(C)n(-c3ccccc3)c2=O)c1 | -10 | nt | -0.1 | 5 | 3 | nt | 0.4 | -1 |
| Nc1nnn(CC(=O)N/N=C/c2ccc(Cl)cc2Cl)n1 | -17 | 1 | 2.0 | 3 | nt | -6 | 0.0 | nt |
| CCC(=O)N1CC(=O)N2[C@H](CO)[C@@H](c3ccc(C#CCc4ccccc4)cc3)[C@@H]2C1 | 9 | nt | -0.1 | -18 | 1 | nt | 0.4 | nt |
| COc1ccc(-c2ccccc2[C@@H]2[C@H](C#N)N(C(=O)C3CCC3)[C@H]2CO)cc1 | -7 | nt | 1.0 | -15 | -1 | nt | 0.0 | nt |
| Cc1ccc(NC(=O)CN2C(=O)NC(Cc3c[nH]c4ccccc34)C2=O)cc1 (centres undefined) | -12 | 2 | -0.7 | -59 | -6 | -13 | -0.1 | 19 |
| Cc1cc(C)c(C)c(S(=O)(=O)NC(C(=O)NCCc2ccco2)C(C)C)c1C (centres undefined) | -49 | 1 | -0.1 | -22 | 2 | -9 | 0.3 | 22 |
| N#C/C(=C\c1ccc(OCC(N)=O)cc1)c1ccccc1 | -8 | nt | nt | 2 | 6 | nt | 0.3 | -2 |
| COc1cccc(C#Cc2ccc([C@H]3[C@H](CO)N4C(=O)CN(C(C)=O)C[C@@H]34)cc2)c1 | -20 | nt | -0.2 | 16 | 1 | nt | 0.2 | nt |
| O=C(C[C@@H]1CC[C@@H]2[C@H](COC[C@H](O)CN2C(=O)Cc2ccccc2)O1)NC1CCCC1 | 3 | 3 | 1.4 | 3 | 1 | -3 | 1.2 | -3 |
| CN1CCN(C(=O)c2ccc(-c3cc4nc(NCc5cccnc5)n(C)c(=O)c4s3)cc2)CC1 | 25 | -5 | -1.7 | -7 | -6 | 24 | 0.0 | nt |
| O=C(COC(=O)CCOc1ccccc1)Nc1ncc(Cl)cc1Cl | nt | nt | nt | -14 | nt | -3 | 0.0 | -1 |
| COc1ccc(CNC(=O)C2CCCN(c3nc4ccccc4o3)C2)c(OC)c1 (centres undefined) | 0 | nt | 1.4 | 7 | 1 | nt | nt | -4 |
| CCCCOc1ccc(CCC(=O)N/N=C/c2ccco2)cc1 | -18 | nt | -1.5 | -6 | -1 | 1 | 0.1 | 1 |
| O=C(Nc1cccc(F)c1)N1CC(=O)N2[C@H](CO)[C@@H](c3ccc(Br)cc3)[C@@H]2C1 | 14 | nt | -1.7 | -20 | -1 | nt | 0.2 | nt |
| CCCNC(=O)Nc1ccc2c(c1)C(=O)N(C)C[C@@H](OC)[C@H](C)CN(C(=O)C1CC1)[C@@H](C)CO2 | 13 | 1 | 0.1 | 9 | nt | -12 | -0.7 | nt |
| Cc1ccc(N2C(=O)C(NC(=O)c3c(F)cccc3F)(C(F)(F)F)C3=C2CC(C)(C)CC3=O)cc1 (centres undefined) | nt | -7 | nt | 18 | nt | -1 | -0.1 | -18 |
| Cc1ccc(NC(=O)CN(C)C(=O)c2cccc(S(=O)(=O)NCc3cccs3)c2)cc1 | -4 | 13 | 2.2 | -14 | 1 | -4 | 0.0 | -8 |
| Cc1cc(NC(=O)C(C)SCC(=O)OC(C)C(=O)Nc2ccccc2C)no1 (centres undefined) | -11 | 5 | 0.5 | -7 | 1 | -11 | 0.1 | -3 |
| CO[C@@H]1CN(C)C(=O)c2ccc(NC(C)=O)cc2OC[C@H](C)N(CCc2ccccc2)C[C@@H]1C | 10 | -4 | 0.1 | 3 | -2 | -2 | 0.4 | -7 |

Three entries from above, arranged by count of non-hydrogen atoms, low to high.
| Molecule | RAD52 anneal inh | esBAF inh | CFTR F508del cor | GSIS activator | ERAP1 inh | RAD54 inh | Xi reactivation | ARNT-TACC3 inh |
| --- | --- | --- | --- | --- | --- | --- | --- | --- |
| Cc1cc(NC(=O)C(C)SCC(=O)OC(C)C(=O)Nc2ccccc2C)no1 (centres undefined) | -11 | 5 | 0.5 | -7 | 1 | -11 | 0.1 | -3 |
| COc1ccc(CNC(=O)C2CCCN(c3nc4ccccc4o3)C2)c(OC)c1 (centres undefined) | 0 | nt | 1.4 | 7 | 1 | nt | nt | -4 |
| COc1cccc(C#Cc2ccc([C@H]3[C@H](CO)N4C(=O)CN(C(C)=O)C[C@@H]34)cc2)c1 | -20 | nt | -0.2 | 16 | 1 | nt | 0.2 | nt |

High-throughput results: PubChem, Broad Institute
